High-throughput results (PubChem)
TCR activator: activates T cell receptor signaling. primary human leukocytes, anti-CD3, IL-2 HTRF, 48 h. Potency, µM (titrated, usually from 9.22 µM), inactives show top-dose activation of IL-2 secretion, most hits filed as activators. 330,000 tested, under 10 active. AID 504894; note: % of control where 0% means no effect
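Primary human leukocytes were stimulated with a-CD3 beads plus compounds for 48 hr without co-stimulation; secreted IL-2 was quantified by HTRF using a-IL-2-K (europium cryptate) and a-IL-2-d2, excited at 320nm with acceptor emission read at 665nm.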
TSHR antagonist: antagonists of human thyroid stimulating hormone receptor. TSHR-expressing cells, TSH-stimulated cAMP HTRF, 2 h; active compounds read low. activity change, negative = inhibition, % at 11.5 µM. 330,000 tested, 0.2% active;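 active = activity change below a set negative limit, meaning inhibition stronger than a set level, cut at about -70% in these data; inconclusive = activity change between two set negative limits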; note: % is set by controls: 0 for no effect and ±100 for the full control effect
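TSHR-expressing cells, 200/well, pre-treated with compound, then stimulated with EC80 TSH (4nM final) for 2 hours at 37 deg C. cAMP measured by competitive HTRF: anti-cAMP cryptate antibody in lysis buffer plus cAMP-d2, read after 30 minutes at room temperature.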
Tb PFK block: T. brucei PFK enzyme inhibition; O15648; T. brucei PFK, ADP-Glo luminescence; Potency, µM (doses to about 57.5 µM), inactives show at the top dose activity, negative = inhibition, hits mostly inhibitors; 330,000 tested, 0.17% active; AID 485367;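 note: potency is the fitted concentration of half-maximal effect; 0% = uninhibited 1x PFK enzyme wells and -100% = no-enzyme wells; nearly all actives have a fitted effect of over 60% in size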
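Luminescent ADP detection (ADP-Glo, two-step: ATP depletion then ADP-to-ATP conversion for luciferase) reported PFK activity after 45 min room-temperature reaction of 1.25 nM enzyme with 0.5 mM F6P and 0.1 mM ATP at pH 8.0.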
TSG101-PTAP inh: blocks PTAP/TSG101 interaction to inhibit HIV-1 budding. Fluorescence polarization, FITC-PTAP peptide / Tsg101 binding. Potency, µM (series often up to 115 µM), inactives show at the highest dose activity change, negative = inhibition, most hits filed as inhibitors. Q99816. 340,000 tested, under 10 active. AID 493005; active = well fitted inhibition curve with a large enough effect in the main read-out, with a control signal flat, not every such curve was filed as active; inconclusive = small, poorly fitted or top-dose-only effect, or effect the other way, or a change in a side signal; inactive = no such curve, though single readings can be large or run the other way; note: potency is the fitted concentration of half-maximal effect; % of control where 0% means no effect
Target sequence (Q99816 whole entry, looked up): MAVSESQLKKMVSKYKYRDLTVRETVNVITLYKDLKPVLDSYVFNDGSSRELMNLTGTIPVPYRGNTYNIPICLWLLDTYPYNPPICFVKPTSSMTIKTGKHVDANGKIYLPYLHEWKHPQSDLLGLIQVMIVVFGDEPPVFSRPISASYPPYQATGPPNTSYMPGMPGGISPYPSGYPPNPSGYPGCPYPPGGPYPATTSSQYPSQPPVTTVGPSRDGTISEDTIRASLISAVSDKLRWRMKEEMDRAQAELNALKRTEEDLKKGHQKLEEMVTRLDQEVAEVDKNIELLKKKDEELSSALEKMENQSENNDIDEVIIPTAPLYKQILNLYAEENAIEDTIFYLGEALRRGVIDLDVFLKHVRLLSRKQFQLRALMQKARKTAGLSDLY
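Tsg101 binding domain (10 uM final) was mixed with compound and a FITC-labeled PTAP peptide (50 nM final) in HEPES pH 7.5 buffer with NaCl, Tween 20, EDTA and TCEP; fluorescence polarization was read after 20 min at r.t.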
Eya2 inh: inhibitors of human Eya2 phosphatase activity. 330,000 tested, 0.006% active. AID 488837. Potency, µM (highest dose often 76.9 µM), for inactives: top-dose activity, negative = inhibition, hits mostly inhibitors. O00167. recombinant Eya2, OMFP fluorescence dephosphorylation (OMFP is methylfluorescein phosphate); note: potency is the fitted concentration of half-maximal effect; % is set by controls: 0 for no effect and ±100 for the full control effect
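Eya2 protein (added as 0.2 uM solution) was preincubated with compound for 10 min at ambient temperature in 50 mM HEPES pH 7.5, 50 mM NaCl, 5 uM MgCl2, 0.05% BSA, 1 mM DTT. OMFP (added at 50 uM) then reacted 10 min; fluorescence read at 485/525 nm.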
B2AR arrestin: recruits beta-arrestin to the human beta2-adrenergic receptor; beta-arrestin recruitment to beta2AR, cell-based reporter; Potency, µM (highest dose often 46.1 µM), for the others: at the top dose activation, hits mostly activators; 330,000 tested, 0.02% active; AID 492947;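 note: potency is the fitted concentration of half-maximal effect; 0% = DMSO controls and full agonism = EC100 isoproterenol or metaproterenol; nearly all actives have a fitted effect of over 65% in size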
Target sequence (P07550 whole entry, looked up): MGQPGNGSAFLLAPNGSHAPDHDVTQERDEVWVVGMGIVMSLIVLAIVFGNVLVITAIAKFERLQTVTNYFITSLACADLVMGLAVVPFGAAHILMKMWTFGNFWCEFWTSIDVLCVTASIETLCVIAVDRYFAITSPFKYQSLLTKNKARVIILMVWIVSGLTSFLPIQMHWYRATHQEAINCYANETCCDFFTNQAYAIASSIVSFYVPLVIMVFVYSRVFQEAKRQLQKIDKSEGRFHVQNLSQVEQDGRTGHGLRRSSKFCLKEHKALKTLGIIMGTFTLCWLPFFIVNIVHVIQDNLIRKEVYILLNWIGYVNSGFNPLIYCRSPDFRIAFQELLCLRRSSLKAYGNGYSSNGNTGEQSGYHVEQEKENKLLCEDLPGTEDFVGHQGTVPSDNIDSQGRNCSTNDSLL
Mito fusion yeast: inhibitors of mitochondrial division or activators of mitochondrial fusion; S. cerevisiae fusion-defective mutant growth rescue, CellTiterGlo 48 h; AID 485298; 320,000 tested, 0.23% active; Potency, µM (highest dose often 46.1 µM), for inactives: at the top dose growth rescue (activation), usual class: activators;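 note: potency is the fitted concentration of half-maximal effect; % of control where 0% means no effect; nearly all actives have a fitted effect of over 45% in size; temperature-sensitive fusion mutants such as fzo1-1 at 37 °C on non-fermentable ethanol glycerol medium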
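S. cerevisiae fusion-defective temperature-sensitive mutants (e.g. fzo1-1, mgm1-5) grown 48 h at 37C in YPEG (ethanol/glycerol non-fermentable) medium with 23 nl compound per well; growth rescue read as CellTiterGlo luminescence.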
uPA generation: cell surface uPA generation inhibition; cell surface uPA generation assay, qHTS; Potency, µM (top dose mostly 38.3 µM), inactives show at the top dose activity change, negative = inhibition, actives largely listed as inhibitors; 330,000 tested, 0.31% active; active = well fitted inhibition curve with a large enough effect; inconclusive = small, poorly fitted or top-dose-only effect; inactive = no such curve, though single readings can be large or run the other way; tested in mouse RAW 264.7 cells; note: potency is the fitted concentration of half-maximal effect; % is set by controls: 0 for no effect and ±100 for the full control effect; nearly all actives have a fitted effect of over 55% in size
ELG1 DNA repair: inhibitors of ELG1-dependent DNA repair in HEK293T cells; HEK293T ELG1-luciferase reporter, luminescence, 16 h; DNA damage induced by 5-fluorouridine; AID 504467; Potency, µM (titrated, usually from 46.1 µM), for the others: at the highest dose activity change, negative = inhibition, usual class: inhibitors; 330,000 tested, 2.3% active; note: potency is the fitted concentration of half-maximal effect; % is set by controls: 0 for no effect and ±100 for the full control effect; nearly all actives have a fitted effect of over 55% in size
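Cells (2,000 per well) received 5-fluorouridine plus test compound or DMSO and were incubated 16 hr at 37 °C, 5% CO2. Luciferase activity was read by luminescence 30 min after ONE-Glo addition; signal suppression marked inhibition of damage-induced ELG1 function.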
USP2a block: USP2a (human) protease inhibition; O75604; USP2 core, Ub-CHOP2 coupled fluorogenic reporter, 485/531; Potency, µM (highest dose often 38.3 µM), inactives show top-dose activity change, negative = inhibition, hits mostly inhibitors; 330,000 tested, 0.01% active;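 note: potency is the fitted concentration of half-maximal effect; plate controls were DMSO wells for no effect and full inhibition by NEM control for full effect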
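USP2 core (10nM final) preincubated 30min RT with compound in 20mM Tris-HCl pH 8.0, 2mM CaCl2, 2mM beta-mercaptoethanol, 0.05% CHAPS; 25nM Ub-CHOP2 plus 25nM reporter substrate added, fluorescence (Ex485/Em531) read after 60min.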
Chronic BCR inh: chronic active BCR signaling inhibition; Potency, µM (doses to about 46.1 µM), for inactives: top-dose ratio change, negative = lower green/red ratio, most hits filed as inhibitors; 340,000 tested, 0.05% active; ABC-DLBCL IkBa-CBG/CBR reporter, luminescence ratio, 4 h; active = well fitted inhibition curve with a large enough effect in the signal ratio, with a control signal flat, not every such curve was filed as active; inconclusive = small, poorly fitted or top-dose-only effect, or effect the other way, or a change in a side signal; the % refers to the signal ratio;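 note: potency is the fitted concentration of half-maximal effect; plate controls were basal doxycycline-induced cells for no effect and cells given 10 µM MG132 for full effect; MG132 reads +100%, hits lower the ratio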
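Compounds up to 46 uM were incubated four hours with TMD8 cells whose green CBG68 luciferase is fused to IkappaBalpha; red CBR luminescence normalised the signal, and concentration-effect curves were fitted to fusion, red and ratio data.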
* marks the source's active call; other numbers are inactive results; u = inconclusive; x = no result given; & = joins results of further samples; [ ] = dose if it differs, or a comment. Unless noted, calls come from the whole dose curve; as a rule, active = well fitted curve in the direction sought with a large enough effect; inconclusive = small, poorly fitted or top-dose-only effect, or another doubt; inactive = no such curve, though single readings can be large; an effect the other way counts as inactive or inconclusive. Compounds were not picked by outcome; any-hit rate near 3%.

SMILES	TCR activator	TSHR antagonist	Tb PFK block	TSG101-PTAP inh	Eya2 inh	B2AR arrestin	Mito fusion yeast	uPA generation	ELG1 DNA repair	USP2a block	Chronic BCR inh
Cc1cc(NS(=O)(=O)c2ccc(NC(=O)c3ccco3)cc2)no1	-4%	22	2%	-1%	3%	-0.3%	-2%	3%	5%	3%	11%
Cc1ccc(N2C(=O)SC(N(CC(=O)O)c3cccc(C)c3)C2=O)cc1 (stereo unspecified)	x	17	2%	-14%	-5%	-1.0%	-5%	-2%	u	2%	u
Cc1ccc(CSCc2ccc(C(=O)NC3CCCC3)o2)cc1	5%	-11	-1%	-1%	-21%	-0.2%	14%	4%	u	0%	3%
Cc1ccccc1N1C(=O)c2cc(S(N)(=O)=O)c(Cl)cc2NC1C (stereo unspecified)	-3%	-19&-1	-5%	-4%	-11%&-35%	-0.4%	u	20%	7%	-6%	-8%
Cc1cccn2c(CN3CCCN(C=O)CC3)c(C(=O)N(C)CCc3ccccc3)nc12	-10%	-8	1%	-1%	3%	-0.1%	17%	-2%	11%	2%	2%
COc1cccc(NC(=O)COc2cccc3c2CCNC3=O)c1	3%	-5	3%	0%	10%	0.4%	-2%	-10%	u	1%	-19%
CC1CC=C(c2ccccc2)C(=S)N1 (stereo unspecified)	-4%	2	0%	1%	2%	5.4%	-5%	-1%	u	-1%	u
COc1ccc(S(=O)(=O)NCC2(N3CCOCC3)CCCCC2)cc1OC	0%	11	4%	-5%	9%	0.2%	6%	0%	-24%	-1%	3%
CCn1c2ccccc2c2cc(N=C3SC(CC(=O)Nc4ccccc4)C(=O)N3C)ccc21 (stereo unspecified)	3%	27	0%	-9%	7%	4.0%	4%	2%	-20%	-1%	9%
CC(=O)c1ccc(N2C(=NC(=O)CCc3ccccc3)SC3CS(=O)(=O)CC32)cc1 (stereo unspecified)	9%	7	3%	-6%	-4%	0.0%	2%	-3%	-1%	-1%	-18%
CSc1ccc(CN(C)Cc2nc3cc(C(F)(F)F)ccc3c(=O)[nH]2)cc1	-29%	-16	-4%	-1%	-4%	0.0%	-2%	13%	-11%	5%	2%
CCCn1c(N)c(Sc2ccc(Cl)cc2)c(=O)n(CCC)c1=O	-2%	-7	1%	-4%	7%	0.4%	4%	11%	-18%	-1%	21%
CCOC(=O)/C=C/[C@H]1Cc2ccccc2CO1	-4%	36	-2%	-7%	-8%	0.2%	-8%	4%	27%	3%	1%
CC1(C)Cc2c(sc3c2c(N)nc(=S)n3Cc2ccc(Br)cc2)CO1	0%	-4	-3%	1%	11%	0.2%	3%	1%	-6%	-1%	1%
CCCCN(C(=O)c1cc(S(=O)(=O)N2CCCCCC2)ccc1OC)c1c(N)n(CCC)c(=O)[nH]c1=O	-4%	22	5%	-3%	-1%	0.4%	4%	4%	12%	1%	6%
CCC(C)NC(=S)Nc1ccc(C(=O)OC)cc1 (stereo unspecified)	-5%	-1	1%	-3%	-8%	-0.1%	-14%	1%	-1%	0%	u
CNC(=O)CSc1cnc2ccccc2n1	1%	-5	-6%	-5%	7%	0.0%	-1%	3%	u	-1%	-2%
Cc1ccc(NC(=O)CSc2nc(N)cc(=O)[nH]2)cc1S(=O)(=O)N1CCCCC1	-13%	22	-2%	-11%	-9%	0.0%	x	0%	0%	-3%	u
C=CCNC(=O)c1ccccc1NC(=O)c1ccccc1SC	-6%	9	-11%	0%	0%	0.2%	-4%	-3%	6%	-1%	-5%
COc1ccc(NC(=O)c2oc3ccccc3c2NC(=O)c2ccco2)cc1	6%	-26	0%	-2%	5%	-0.2%	0%	x	10µM*	-4%	u
CCN(CC)C(=O)CNC(=O)Cc1ccc(Cl)cc1	-12%	10	-6%	1%	22%	-0.3%	-2%	x	4%	0%	1%
COCCCNC(=O)CCn1c(=O)c2ccccc2n(CC(=O)Nc2c(C)cccc2C)c1=O	-2%	9	0%	-3%	-36%	0.1%	-4%	1%	2%	3%	0%
CC1CCN(C(=S)SCc2nc(N)nc(Nc3ccccc3)n2)CC1	5%	-2	-4%	-2%	-2%	-1.0%	10%	13%	u	-6%	-4%
CC(C)Cc1cc(CN2CCC(CO)(Cc3ccccc3)CC2)[nH]n1	-1%	3	1%	0%	3%	-0.5%	1%	-4%	8%	5%	-9%
COC(=O)c1c(-c2ccccc2)nn(-c2ccccc2)c1C(=O)OC	-4%	2	5%	-6%	1%	-0.4%	1%	-4%	-8%	-2%	4%
CCCc1nc2ccc(NC(C)=O)cc2c(=O)n1Cc1ccccc1Cl	-3%	13	2%	-7%	-17%	-0.7%	-1%	-7%	-17%	-6%	-6%
COc1ccc([C@@H]2[C@@H]3C(=O)N(C(C)(C)C)C(=O)[C@@H]3[C@]3(Cc4ccccc4)C(=O)N(c4ccc(Br)cc4)C(=O)N23)cc1	5%	-17	-1%	-2%	4%	-0.3%	1%	-6%	11%	3%	12%
Cc1cc(C)n(-c2c(F)c(F)c(COC(=O)c3ccccc3)c(F)c2F)n1	4%	-33	4%	-4%	-11%	0.3%	11%	9%	u	-1%	u
Cc1ccc(-c2c[n+](=O)c3c(n2[O-])CCC3)cc1	-4%	0	-3%	1%	-2%	0.3%	8%	0%	10%	0%	18%
C/C=C(/C)C(=O)O[C@@H]1c2cc3c(c(OC)c2-c2c(cc(OC)c(OC)c2OC)[C@@H](OC(C)=O)[C@@H](C)[C@H]1C)OCO3	-3%	0	21%	0%	-6%	-0.3%	-7%	5%	-7%	7%	0%
COc1ccccc1C(=O)Nc1ccnn1C1CCN(C(=O)c2ccoc2C)CC1	1%	-2	-8%	-8%	1%	0.0%	11%	-3%	-1%	1%	1%
COc1cccc(N2CC(C(=O)Oc3ccc4ccccc4c3)CC2=O)c1 (stereo unspecified)	-7%	-6	5%	-6%	20%	-0.3%	-2%	-1%	0%	2%	u
O=C(NC(=S)NCCN1CCOCC1)c1ccc(F)cc1	-4%[46.1 µM]	-1	-3%	0%	5%	0.5%	-7%	1%	19%	-1%	1%
COc1ccc(CCNC(=O)CC2SC(=NCCC(C)C)NC2=O)cc1OC (stereo unspecified)	-1%[46.1 µM]	-6	-11%	-1%	-7%	-1.0%	-1%	24%	-1%	0%	-10%
C[C@H]1CN=C(N(C)C)N1CCC1CCCCC1	-1%	0	-4%	-1%	5%	-0.4%	-3%	-20%	15%	2%	-2%
CCCn1c(N)c(N(CCOC)C(=O)c2cccc(S(=O)(=O)N3CCCc4ccccc43)c2)c(=O)[nH]c1=O	-1%	15	7%	-5%	-18%	-3.1%	5%	11%	26%	-1%	-8%
O=C(Cn1c(=O)n(Cc2ccco2)c(=O)c2cc(Cl)ccc21)NCC1CCCO1 (stereo unspecified)	-16%	1	-14%	-3%	-3%	0.0%	1%	4%	10%	0%	14%
CCOC(=O)c1sc(NC(=O)CSc2ncn(-c3ccccc3)n2)nc1C	-9%	-18	-7%	-5%	2%	0.2%	-3%	1%	0%	-1%	3%
CCOC(=O)CN1NC2(CCC(C(C)(C)C)CC2)NC1=S (stereo unspecified)	-77%	15	u	-3%	-4%	-0.3%	-1%	-3%	7%	2%	u
Cn1c(=O)oc2cc(S(=O)(=O)N3CCN(c4ccc(F)cc4)CC3)ccc21	0%	0	7%	-1%	12%	0.0%	-1%	13%	23%	2%	2%
COc1ccc(C2=NNC(c3cccnc3)=Nc3ccccc32)cc1	5%	-4	-7%	1%	-4%	-0.3%	1%	-2%	0%	5%	9%
N#Cc1ccc(S(=O)(=O)NC2CCCCNC2=O)cc1 (stereo unspecified)	2%	1	3%	-2%	0%	-0.3%	5%	5%	-6%	-2%	-1%
COc1ccc2c(c1)c(C(O)CN1CCC(Cc3ccccc3)CC1)c(C)n2C (stereo unspecified)	0%	9	-1%	-1%	5%	-0.1%	-4%	-4%	-26%	-2%	u
O=C(CCCC(=O)N(CC(=O)NC1CCCC1)Cc1ccc(F)cc1)Nc1ccccn1	0%	0	1%	-1%	-8%	-0.6%	2%	0%	-2%	0%	0%
